Screening results (PubChem BioAssay)
hERG protect: compounds protecting human hERG from proarrhythmic drug block. activation (rescue from dofetilide block), less the hit threshold, % at 10 µM. Q12809. AID 1511. actives 0.51% (n = 310,000). CHO-hERG, FluxOR thallium flux, dofetilide IC70 present;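 active means activation above the mean of controls blocked by dofetilide plus 5 SD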;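 further: thallium influx through hERG after potassium depolarization seen as dye fluorescence rise; in these data hits start at about 4.7%; inactives centre near -7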
TRPC4 agonist: TRPC4 (mouse) channel activation. Q9QUQ5. HEK293 TRPC4beta/mu-opioid, Fluo4 calcium fluorescence; active compounds read high. B-score at 10 µM. actives 0.49% (n = 310,000). AID 2237;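 active means B-score above 5 SD of library B-scores, and initial fluorescence ratio not above library mean plus 5 SD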;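 further: positive B-score marks a calcium rise read as TRPC4 activation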
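Material: TRPC4beta and mu-opioid receptor HEK293 stable cells | Incubation: 45 min room-temperature Fluo4 loading, 110 s read | Detection: Kinetic Fluo4 calcium fluorescence | Measure: Integrated baseline-normalised fluorescence ratio, converted to per-well B score | Benchmarks: Low control buffer alone, high control maximal DAMGO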
TRPC4 PAM: allosterically enhances the mouse TRPC4 cation channel. Q9QUQ5. HEK293 TRPC4beta/mu-opioid, DAMGO EC20, Fluo-4 Ca2+ flux; active compounds read high. B-score at 10 µM. actives 0.42% (n = 310,000). AID 2227;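 active means B-score of calcium response area above 5 SD of library B-scores, with initial fluorescence ratio within 5 SD of library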;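 further: B-score of integrated fluorescence ratio over time as area under calcium response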
Dyrk1A ADPGlo: blocks rat Dyrk1A kinase activity; Q63470; ADP-Glo luminescence, NFATc1 peptide; actives 0.43% (n = 310,000); inhibition, % at 12.5 µM; in the data active means inhibition above about 50%;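 further: plate controls were vehicle with enzyme for no effect and no enzyme for full effect; many of its hits are not listed in these tables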
PolyA inh: blocks polyadenylation in yeast reporter cells; S. cerevisiae SKY197-pL101 polyadenylation reporter, beta-gal luminescence; efflux-impaired pdr1/pdr3 knockout yeast; score 100 = 6 SD above DMSO; calls only at 12 µM; actives 0.02% (n = 300,000); AID 1875;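 active means lowest replicate activity score at least 50, where 100 means six control SD above control mean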;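 further: yeast exposed to compound for 9 h at 30 °C; higher score means more reporter readthrough which indicates perturbed polyadenylation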
Platelet DG rel: modulates dense granule release in human platelets; human platelet-rich plasma, SFLLRN dense granule ATP release, luminescence; inhibition, %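 (compounds screened at 7.5 µM in platelet-rich plasma)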; actives 0.22% (n = 300,000);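 active means mean replicate score, as percent of positive control, at or above 50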
KCNK3 inh: human KCNK3 channel inhibition, primary screen; O14649; CHO-KCNK3 thallium flux, FluxOR fluorescence; active compounds read low; B-score at 10 µM; actives 0.84% (n = 340,000); AID 602410;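 active means B-score under library mean minus 4 SD, starting fluorescence ratio at most library mean plus 5 SD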;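 further: more negative B-score means stronger inhibition of thallium flux through KCNK3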
Target sequence (O14649 whole entry, looked up): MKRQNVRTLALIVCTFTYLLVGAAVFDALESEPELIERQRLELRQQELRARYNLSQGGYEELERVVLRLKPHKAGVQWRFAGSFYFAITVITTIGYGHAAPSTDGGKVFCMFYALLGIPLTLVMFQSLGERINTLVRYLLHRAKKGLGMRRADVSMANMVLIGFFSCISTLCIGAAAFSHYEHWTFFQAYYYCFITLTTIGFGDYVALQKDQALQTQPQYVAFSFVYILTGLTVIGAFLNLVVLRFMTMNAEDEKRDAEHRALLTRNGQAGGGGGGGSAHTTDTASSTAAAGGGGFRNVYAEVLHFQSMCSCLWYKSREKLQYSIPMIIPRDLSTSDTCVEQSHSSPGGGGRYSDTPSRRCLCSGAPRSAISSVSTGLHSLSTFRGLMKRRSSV
TRPC4 inh: TRPC4 (mouse) channel inhibition; Q9QUQ5; HEK293 TRPC4beta/mu-opioid, DAMGO-evoked Fluo4 calcium flux; active compounds read low; B-score at 10 µM; actives 0.39% (n = 300,000);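 active means B-score over 3 SD under the library average, no early fluorescence shift, positive overall ratio signal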
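Material: HEK293 cells with stable TRPC4beta plus mu-opioid receptor expression / Probe or stimulus: DAMGO in two steps, submaximal then maximal / Compound: single concentration per test compound / Technique: kinetic Fluo4 fluorescence imaging of calcium influx / Read-out: per-well B score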
KCNQ1 block: inhibitors of human KCNQ1 potassium channel; P51787; CHO-K1 KCNQ1, FluxOR thallium flux fluorescence; active compounds read high; B-score at 10 µM; actives 1.3% (n = 310,000); AID 2642;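 active means compounds whose thallium flux B-score, printed positive for inhibition, exceeds three library SD while starting fluorescence stays within three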;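 further: channel opened by potassium depolarization with thallium stimulus after 20 min compound exposure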
KCNQ1 act: potentiates or activates the human KCNQ1 potassium channel | P51787 | AID 2648 | CHO-K1 KCNQ1, thallium flux FluxOR fluorescence; active compounds read high | actives 0.35% (n = 310,000) | B-score at 10 µM;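 active means fluorescence ratio B-score, a plate-corrected score, at least three library SD, with initial intensity B-score within 5 SD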
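System: CHO-K1 cells stably expressing KCNQ1 / Medium: assay buffer for compound exposure, DMSO matched across wells / Reagent: thallium- and potassium-containing depolarizing buffer / Compound: one concentration, matched DMSO / Incubation: 20 min compound pretreatment at room temperature / Measured by: kinetic FluxOR fluorescence, 10 s baseline plus 110 s post-stimulus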
KCNK9 inh: human KCNK9 channel inhibition; HEK293 KCNK9, FluxOR thallium flux fluorescence; active compounds read low; B-score at 10 µM; actives 1.2% (n = 310,000); AID 488922;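 active means ratio B-score over 3 SD below the library mean, with starting fluorescence within 5 SD of its mean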;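 further: negative B-score means less thallium flux so channel inhibition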
Target sequence (Q9NPC2 whole entry, looked up): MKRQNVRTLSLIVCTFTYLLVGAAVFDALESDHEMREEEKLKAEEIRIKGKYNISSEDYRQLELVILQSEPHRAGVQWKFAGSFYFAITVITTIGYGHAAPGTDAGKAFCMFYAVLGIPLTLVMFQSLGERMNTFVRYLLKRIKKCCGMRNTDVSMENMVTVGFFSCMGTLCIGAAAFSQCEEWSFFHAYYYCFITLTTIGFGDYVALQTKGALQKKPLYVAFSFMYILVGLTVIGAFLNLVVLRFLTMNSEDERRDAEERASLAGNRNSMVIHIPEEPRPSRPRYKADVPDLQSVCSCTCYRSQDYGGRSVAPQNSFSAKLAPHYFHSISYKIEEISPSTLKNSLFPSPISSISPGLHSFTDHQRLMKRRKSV
* marks the source's active call; other numbers are inactive results; i = inactive; · = no result given.

SMILES	hERG protect	TRPC4 agonist	TRPC4 PAM	Dyrk1A ADPGlo	PolyA inh	Platelet DG rel	KCNK3 inh	TRPC4 inh	KCNQ1 block	KCNQ1 act	KCNK9 inh
Cc1ccc(/C=N/NC(=O)c2c(-c3ccccc3)noc2C)o1	0	i	i	-2	i	2	i	i	i	i	i
Cc1nnc(SCc2nc3sc4c(c3c(=O)[nH]2)CCCC4)[nH]c1=O	-8	i	i	·	i	-2	i	i	i	i	i
CCOC(=O)N1CCN(S(=O)(=O)c2ccc(C(=O)Nc3nnc(CSC)o3)cc2)CC1	-13	i	i	-2	i	21	i	i	i	i	i
Fc1ccc(CSc2nnc(-c3cc4c(s3)-c3ccccc3CC4)o2)cc1	-5	i	i	-10	i	7	i	i	i	i	i
Cc1ccc(NC(=O)CN2C(=O)CCS(=O)(=O)c3ccccc32)cc1Cl	-6	i	i	8	i	1	i	i	i	i	i
COc1ccc(NC(=O)NC2(C(=O)N3CCN4CCCC4C3)CCCCC2)cc1 (stereo unspecified)	-8	i	i	3	i	0	i	i	i	i	i
Cc1ccc(S(=O)(=O)N(C)c2ccc(OCC(=O)O)cc2)cc1	0	i	i	0	i	-1	i	i	i	i	i
Cc1nc(-c2ccccc2)sc1-c1nc(-c2cccnc2)ncc1S(=O)(=O)c1ccccc1	-10	i	i	31	i	3	i	i	i	i	i
CCCc1nnc(NC(=O)CCC(=O)N2CCN(c3ccccc3)CC2)s1	-10	i	i	-1	i	-11	i	i	i	i	i
COCCNC(=O)Cn1cnc2ccc(S(=O)(=O)N3CCC(C)CC3)cc2c1=O	-11	i	i	0	i	-4	i	i	i	i	i
CN(C)C(=O)c1ccc(NC(=O)COC(=O)CC23CC4CC(CC(Br)(C4)C2)C3)cc1	-4	i	i	15	i	-4	i	i	i	i	i
Cc1noc(C)c1S(=O)(=O)N1CCCC(C(=O)NC2CCCCC2)C1 (stereo unspecified)	0	i	i	5	i	-4	i	i	i	i	i

Next part, starting with the last three of the part before.
SMILES	hERG protect	TRPC4 agonist	TRPC4 PAM	Dyrk1A ADPGlo	PolyA inh	Platelet DG rel	KCNK3 inh	TRPC4 inh	KCNQ1 block	KCNQ1 act	KCNK9 inh
COCCNC(=O)Cn1cnc2ccc(S(=O)(=O)N3CCC(C)CC3)cc2c1=O	-11	i	i	0	i	-4	i	i	i	i	i
CN(C)C(=O)c1ccc(NC(=O)COC(=O)CC23CC4CC(CC(Br)(C4)C2)C3)cc1	-4	i	i	15	i	-4	i	i	i	i	i
Cc1noc(C)c1S(=O)(=O)N1CCCC(C(=O)NC2CCCCC2)C1 (stereo unspecified)	0	i	i	5	i	-4	i	i	i	i	i
CC1(c2nnc(-c3ccccc3)o2)CC(c2ccc(F)cc2)=NO1 (stereo unspecified)	-3	i	i	1	i	-2	i	·	i	i	i
COc1cccc(COC(=O)C2CCN(C(=O)c3ccc(F)cc3)CC2)c1OC	-20	i	i	12	i	0	i	i	i	i	i
O=C1CCC(=O)N1c1ccc(CSc2nnnn2C2CCCCC2)cc1	-4	i	i	14	i	2	i	i	i	i	i
CCOC(CNC(=O)CN1C(=O)COc2ccc(S(=O)(=O)N3CC(C)CC(C)C3)cc21)OCC (stereo unspecified)	-8	i	i	-3	i	4	i	i	i	i	i
C=CCC(NCc1ccccc1)c1ccc(C)o1 (stereo unspecified)	-4	i	i	0	i	-11	i	i	i	i	i
Cc1c(C(=O)NC(=S)Nc2ccc3c4c(cccc24)CC3)cccc1[N+](=O)[O-]	-7	i	i	13	i	-7	i	i	i	i	i
O=C(Nc1cccc(C(=O)Nc2cccc(C(F)(F)F)c2)c1)c1ccc(=O)[nH]c1	-4	i	i	-5	i	-1	i	i	i	i	i
O=C(N/N=C/c1ccc(O)c([N+](=O)[O-])c1)C(O)(c1ccccc1)c1ccccc1	-5	i	i	3	i	-6	i	i	i	i	i
CCc1ccc(CN(C)C(=O)CCc2nnc(COc3ccccc3)o2)cc1	-13	i	i	3	i	1	i	i	i	i	i
Cc1ccc(C)n1-n1c(C)nc2scc(-c3cccs3)c2c1=O	-11	i	i	9	i	4	i	i	i	i	i
Cc1cccc(CSCc2ccc(C(=O)O)o2)c1	-6	i	i	6	i	-3	i	i	i	i	i
O=C(NCc1ccco1)C1OCCc2ccccc21 (stereo unspecified)	-9	i	i	-4	i	2	i	i	i	i	i
CCOc1ccc(NC(=O)CCc2nnc3ccc(N4CCC5(CC4)OCCO5)nn23)cc1	-6	i	i	2	i	18	i	i	i	i	i
Cc1cccc(NC(=O)N2CCC(NC(=O)C3CCCCC3)CC2)c1	-2	i	i	-2	i	0	i	i	i	i	i
Cc1ccc(NC(=O)c2ccc(Nc3ccccc3F)nc2)cc1	-7	i	i	1	i	-2	i	i	i	i	i
CCCN(CCC)CC(O)CN1C(=O)N(CN2C(=O)N(CC(O)CN(CCC)CCC)C(=O)C2(C)C)C(C)(C)C1=O (stereo unspecified)	-6	i	i	-1	i	4	i	i	i	i	i
Cc1ccc2cc3cc(C(=O)N4CC(C)CC(C)C4)oc3nc2c1 (stereo unspecified)	-5	i	i	-5	i	·	i	i	i	i	i
Cc1cc(=O)cc(C)n1-c1ccc(Cl)cc1	-11	i	i	5	i	-28	i	i	i	i	i
COc1ccc2[nH]cc(C(=O)CN3CCCCC3)c2c1	-10	i	i	4	i	4	i	i	i	i	i
O=[N+]([O-])c1cccc(/C=N/Nc2nc(NCc3ccccc3)nc(N3CCOCC3)n2)c1O	-9	53*	i	-7	i	0	i	i	i	i	i
CCOC(=O)CCN(Cc1cccs1)S(=O)(=O)c1ccc(Cl)cc1	-10	i	i	1	i	-9	i	i	i	i	i
Cn1c(N)c(C(=O)CSc2nc3ccccc3[nH]2)c(=O)n(C)c1=O	-13	i	i	1	i	2	i	i	i	i	i
CN(C)S(=O)(=O)c1cccc(NC(=S)Nc2cc(Cl)cc(Cl)c2)c1	-24	i	i	-2	i	-22	i	i	7*	i	i
COc1ccc(/C=N/NS(=O)(=O)c2ccccc2)cc1OC(=O)c1ccc(C)cc1	-16	i	i	5	i	-17	i	i	i	i	i
CC(=O)Nc1ccc(NC(=O)C(C)OC(=O)C2(c3ccc(Cl)cc3)CCCC2)cc1 (stereo unspecified)	-11	i	i	1	i	19	i	i	i	i	i
CC1=NN(c2ccccc2)C(=O)/C1=C/c1ccc(-c2ccc(C)c(C(=O)O)c2)o1	16*	i	i	7	i	-12	i	i	i	i	i
CC1(C)Cc2nc(-c3ccccc3)nc(SCC(O)CO)c2CO1 (stereo unspecified)	-10	i	i	·	i	-2	i	i	i	i	i
Cc1c(NC(=O)c2ccc3c4c(cccc24)CC3)c(=O)n(-c2ccccc2)n1C	-8	i	i	-6	i	-7	i	i	i	i	i
Cc1ccc(C)c(NC(=O)CN(C)C(=O)/C=C/c2ccco2)c1	-5	i	i	-1	·	-4	i	i	i	i	i
COc1cc(OC)c(C2C(C#N)=C(N)OC3=C2C(=O)CC(C)C3)cc1OC (stereo unspecified)	-10	i	i	3	i	-1	i	i	i	i	i
Cc1ccc(C)c(NC(=S)NCCc2ccc(S(N)(=O)=O)cc2)c1	-10	i	i	-2	i	-4	i	i	i	i	i
O=c1c2ccccc2nnn1Cc1cccc2ccccc12	-3	i	i	-4	i	-4	i	i	i	i	i
Cc1ccn2c(=O)nc(SCC(=O)NCc3ccc4c(c3)OCO4)nc2c1	-8	i	i	-8	i	0	i	i	i	i	i
COc1cc(C(=O)Nc2nccs2)c(Br)c(OC)c1OC	-19	i	i	11	i	2	i	i	i	i	i
COc1ccc(S(=O)(=O)N2CCN(S(=O)(=O)c3ccc4c(c3)OCCO4)CC2)cc1C	-10	i	i	0	i	0	i	i	i	i	i
Cc1ccc(N/C=C(\[N+](=O)[O-])S(=O)(=O)c2ccccc2)cc1	3	i	i	0	i	0	i	i	i	i	i
Cc1nnc(SCC(=O)N(Cc2ccccc2)C(C)C)n1-c1ccccc1	-2	i	i	1	i	2	i	i	i	i	i
COc1ccc(NC(=O)C2CC(c3ccc(OC)c(OC)c3)=NO2)cc1OC (stereo unspecified)	-10	i	i	5	i	9	i	i	i	i	i
Cc1cc(N2CCN(c3nc4ccccc4s3)CC2)n2ncnc2n1	-20	i	i	9	i	-6	i	i	i	i	i
O=C(/C=C/c1ccco1)OCn1nnc2ccccc2c1=O	-12	i	i	10	i	2	i	i	i	i	i
Cc1ccccc1C(=O)NC1CCN(Cc2nnnn2C(C)(C)C)CC1	-9	i	i	2	i	0	i	i	i	i	i
O=C1Nc2cc(S(=O)(=O)N3CCCC3)ccc2N2CCCC12 (stereo unspecified)	-14	i	i	-5	i	11	i	i	i	i	i
O=C(NC12CCC(O)C(SC1)/C2=N/O)c1ccccc1 (stereo unspecified)	-20	i	i	29	i	-3	i	i	i	i	i
O=C(COC(=O)c1ccccc1-n1cnnn1)c1ccc(Br)cc1	-6	i	i	1	i	-15	i	i	i	i	i
C#CCOCCOCCOCCNc1nc(N2CCN(C(=O)Cn3cc(CCCN=C(N)N)nn3)CC2)nc(N2CCN(C(=O)[C@H](C(C)C)n3cc(CCO)nn3)CC2)n1	0	i	i	-8	i	-1	i	i	i	i	i
Cc1ccc(Sc2ccc(CN3CCCC3)cc2[N+](=O)[O-])cc1	-21	i	i	0	i	2	i	i	i	i	i
C/C=C/C(=O)N1CC2(CC(c3cccc(NC(=O)/C(C)=C/C)c3)=NO2)C[C@H]1C(N)=O (stereo partly specified)	-2	i	i	·	i	2	i	i	i	i	i
O=C1C2C3C=CC(CC3)C2C(=O)N1c1ccc(Br)cc1[N+](=O)[O-] (stereo unspecified)	-4	i	i	4	i	7	i	i	i	i	i
O=C(CN1CCN(c2nc(-c3ccc(Cl)cc3)cs2)CC1)NCc1ccco1	-7	i	i	3	i	2	i	i	i	i	i
CC1(C)Cc2cccc(OCC(=O)N3CCN(S(=O)(=O)c4ccccc4F)CC3)c2O1	-5	i	i	1	i	0	i	i	i	i	i
Cc1ccc2c(c1)-c1ncc(C(=O)c3cc(Br)ccc3O)cc1CO2	-14	i	i	·	i	1	·	i	8*	i	-8.9*
O=C(COc1ccc(OCc2ccccc2)cc1)NN=C1CCCC1	-2	i	i	-4	i	2	i	i	i	i	i

Not all compounds are listed; rates above refer to the full screens.
